# Screening data as filed in PubChem.
# Dyrk1A ADPGlo: Dyrk1A (rat) kinase inhibition. Q63470. ADP-Glo luminescence, NFATc1 peptide. inhibition, % at 12.5 µM. 0.43% of 310,000 active; in the data active = inhibition above about 50%;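 note: plate controls were vehicle with enzyme for no effect and no enzyme for full effect; many of its hits are not listed in these tables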
# HDAC3 inh: blocks human histone deacetylase 3; O15379; recombinant HDAC3, fluorogenic peptide/trypsin coupled, fluorescence; inhibition, % at 8.3 µM; 0.15% of 320,000 active; in the data active = inhibition above about 26%, passing the limit was not always enough; inconclusive = no clear call, values can overlap the other calls
# Target sequence (O15379 whole entry, looked up): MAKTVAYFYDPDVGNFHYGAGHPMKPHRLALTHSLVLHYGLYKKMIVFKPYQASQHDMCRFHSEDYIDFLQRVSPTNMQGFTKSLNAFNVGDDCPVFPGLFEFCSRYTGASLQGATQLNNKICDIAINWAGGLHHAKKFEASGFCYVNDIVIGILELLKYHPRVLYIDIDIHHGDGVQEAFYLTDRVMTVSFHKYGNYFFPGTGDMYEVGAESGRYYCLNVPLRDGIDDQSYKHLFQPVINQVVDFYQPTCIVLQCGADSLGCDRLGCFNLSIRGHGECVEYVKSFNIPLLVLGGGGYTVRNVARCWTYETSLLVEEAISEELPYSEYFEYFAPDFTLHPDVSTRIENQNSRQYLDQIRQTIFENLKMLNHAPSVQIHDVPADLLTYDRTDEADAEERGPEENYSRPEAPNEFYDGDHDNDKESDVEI
# KCNK3 inh: human KCNK3 channel inhibition, primary screen | CHO-KCNK3 thallium flux, FluxOR fluorescence; active compounds read low | AID 602410 | 0.84% of 340,000 active | O14649 | B-score at 10 µM;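 active = B-score under library mean minus 4 SD, starting fluorescence ratio at most library mean plus 5 SD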;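 note: more negative B-score means stronger inhibition of thallium flux through KCNK3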
# GSK3A inh: inhibitors of human GSK-3 alpha kinase | P49840 | ADP-Glo luminescence, 60 min | inhibition, % at 10 µM | 0.1% of 320,000 active | AID 2650;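 in the data active = inhibition above about 50%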;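 note: GST-tagged GSK-3 alpha with peptide substrate and 25 µM ATP; 0% = DMSO neutral wells and 100% = GW8510 positive control wells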
# Target sequence (P49840 whole entry, looked up): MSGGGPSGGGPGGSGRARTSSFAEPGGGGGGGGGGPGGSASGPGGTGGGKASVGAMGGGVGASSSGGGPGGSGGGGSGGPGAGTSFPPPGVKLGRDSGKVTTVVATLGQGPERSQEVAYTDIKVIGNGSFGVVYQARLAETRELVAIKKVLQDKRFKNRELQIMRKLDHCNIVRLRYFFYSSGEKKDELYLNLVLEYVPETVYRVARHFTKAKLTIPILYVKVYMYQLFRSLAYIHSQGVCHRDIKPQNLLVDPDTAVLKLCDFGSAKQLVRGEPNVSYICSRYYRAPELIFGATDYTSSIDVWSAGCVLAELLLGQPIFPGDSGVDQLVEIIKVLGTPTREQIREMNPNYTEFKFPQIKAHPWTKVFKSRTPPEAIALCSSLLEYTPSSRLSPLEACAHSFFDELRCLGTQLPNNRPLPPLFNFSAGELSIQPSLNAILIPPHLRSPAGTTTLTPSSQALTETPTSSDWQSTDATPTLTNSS
# * = called active by the depositor; i = inactive; u = inconclusive.
SMILES,Dyrk1A ADPGlo,HDAC3 inh,KCNK3 inh,GSK3A inh
CSc1nc(N)nc2c1ncn2CC(=O)NCCNc1ccc([N+](=O)[O-])cn1,-2,5,i,1
CN(CC(=O)Nc1c(Cl)cccc1Cl)C(=O)Cc1cccs1,5,3,i,-1
Cc1noc(C)c1NC(=O)N(C)C[C@H]1Oc2c(NC(=O)Nc3ccc(C(F)(F)F)cc3)cccc2C(=O)N([C@H](C)CO)C[C@@H]1C,-3,3,i,-4
Cc1noc(C)c1NC(=O)N(C)C[C@H]1Oc2ccc(NC(=O)NC(C)C)cc2C(=O)N([C@H](C)CO)C[C@H]1C,5,-5,i,-1
CC1CCC2(CC1)NC(=O)N(CC(=O)N1c3ccccc3CC1C)C2=O (configuration not stated),-1,-1,i,0
CN(C)S(=O)(=O)c1ccc(Cl)c(NC(=O)COC(=O)/C=C/c2ccc3ccccc3n2)c1,-1,-1,i,2
CN(C)c1ccccc1-c1csc(N2CCC(C(N)=O)CC2)n1,5,-4,i,-2
C#CCOCCOCCOCCNc1nc(N2CCN(C(=O)CCCCCCCCCCNC(=O)Cn3cc(C[C@@H](C)O)nn3)CC2)nc(N2CCN(C(=O)CCCCCCCCCCNC(=O)[C@@H](CCSC)n3cc(CCO)nn3)CC2)n1,-6,15,i,1
O=C(COc1ccc(Br)cc1Cl)N1CCN(c2ncccn2)CC1,4,8,i,9
C[C@@H]1COC(=O)[C@H](NC(=O)OCC2c3ccccc3-c3ccccc32)C/C=C\C[C@@H](CC(=O)N[C@@H](CO)Cc2ccccc2)C(=O)N1,-4,3,i,-3
CCC(Sc1nnc(-c2ccc(C)c(Cl)c2)n1CC)C(=O)Nc1nccs1 (configuration not stated),-1,-2,i,-2
O=C(/C=C/c1cccc(C(F)(F)F)c1)OCC(=O)N1CCN(c2ccccc2)CC1,-4,4,i,-3
C=CC[C@H](CC(=O)NCCO)C(=O)N[C@@H](COC(=O)[C@H](CC=C)CC(=O)OC(C)(C)C)Cc1ccccc1,-3,2,i,-1
CC(C)C(NC(=O)c1c(F)cccc1F)C(=O)NNC(=O)c1ccccc1 (configuration not stated),6,1,i,-7
Cc1ccccc1C(=O)N1CCC(C(=O)N2CCN(Cc3ccc4c(c3)OCO4)CC2)CC1,-6,3,i,-3
C#CCOCCOCCOCCNc1nc(N2CCN(C(=O)CCCCCCCCCCNC(=O)Cn3cc(C[C@@H](C)O)nn3)CC2)nc(N2CCN(C(=O)CCCCCCCCCCNC(=O)[C@H](CCCCN)n3cc(C[C@@H](C)CC)nn3)CC2)n1,-3,9,i,5
COc1cccc(CN(C)C(=O)CN2C(=O)NC3(CCCc4ccccc43)C2=O)c1 (configuration not stated),-2,5,i,-12
COC(=O)[C@]1(C)CCC[C@@]2(C)C3CC[C@@]4(C)C[C@]3(CCC21)CC(=O)N4 (some centres not stated),6,3,i,-1
Cc1ccc2nc(SCC(=O)NCCCN3CCCC3=O)[nH]c2c1,2,1,i,-2
CC(C)(C)C(=O)Nc1ccc(C(=O)COC(=O)c2ccccn2)cc1,-1,0,i,-1
CC(=NNC(=O)c1cc(C)nc2ccccc12)c1ccc(N2CCOCC2)cc1,3,7,i,-2
NS(=O)(=O)c1ccc(CCNC(=O)COC(=O)c2nc(Cl)ccc2Cl)cc1,-2,-2,i,0
COc1ccc(-c2nc(N)nc(N)n2)c(O)c1,7,-12,i,7
Cc1noc(C)c1S(=O)(=O)N(C)C[C@H]1Oc2ccc(NC(=O)NC(C)C)cc2C(=O)N([C@H](C)CO)C[C@@H]1C,-3,1,i,-3
CCOC(=O)c1c(C)[nH]c(C(=O)COC(=O)c2cnccn2)c1C,8,-2,i,-3
Cc1cccc(COc2ccccc2C(=O)N(C)CC(=O)Nc2cccc(F)c2)c1,-9,4,i,-2
Cc1cccc(C)c1OCC(=O)OCC(=O)Nc1ccc(Cl)cn1,0,-3,i,0
COc1ccc(-c2cc(C(=O)N3CCCC(C(F)(F)F)C3)c3ccccc3n2)cc1 (configuration not stated),7,-28,i,-1
O=c1[nH]c(NCCO)nc2c1C1(CCCCC1)Cc1ccccc1-2,2,-5,i,12
COc1ccccc1C(C)NC(=O)CN(C)CC(=O)Nc1c(C)cccc1C (configuration not stated),4,-1,i,4
Cc1cc(C)c(S(=O)(=O)N2CCN(C(=O)C3CCCO3)CC2)c(C)c1 (configuration not stated),-1,-6,i,2
COc1ccccc1NC(=O)COC(=O)/C=C/c1ccc(OC)c(OC)c1,-1,0,i,-1
O=C(Nc1ccc(Cl)c(S(=O)(=O)N2CCOCC2)c1)C1CCCC1,-4,3,i,-1
CCCCn1c(SCC(=O)NNC(=O)c2ccccc2)n[nH]c1=O,3,2,i,-2
CC(CCc1ccccc1)NC(=O)COC(=O)c1cccnc1Cl (configuration not stated),-5,-7,i,-2
O=C(COC(=O)CCC1CCCC1)Nc1ccc(F)cc1,-1,2,i,-2
CCCOc1ccc(NC(=O)CC2C(=O)OCC3CCCCN32)cc1 (configuration not stated),-4,-3,i,-3
COc1cc(OC)cc(-c2c(-c3cccs3)c3cc(-c4ccn[nH]4)ccc3n2C)c1,11,1,i,8
CCCn1c(=O)c2[nH]c(-c3ccc(OCC(=O)Nc4ccc(C#N)cc4)cc3)nc2n(CCC)c1=O,-4,-3,i,1
O=C(NC1CCCC1)c1cccc2c1C(=O)c1ccc(/C=C/c3ccccc3)cc1S2(=O)=O,-3,1,i,-2
CNS(=O)(=O)c1cccc(C(=O)OCC(=O)c2cc(C)n(CC3CCCO3)c2C)c1 (configuration not stated),-4,1,i,2
O=C(CSc1nnnn1-c1ccccc1)NC(=O)Cc1ccccc1,-4,2,i,-1
CN(CC(=O)NNC(=O)CNC(=O)c1ccccc1F)S(=O)(=O)c1ccc(Cl)cc1,5,-11,i,-2
COc1cc(OC)cc(-c2c(-c3cccs3)c3cc(-c4ccc(OCc5ccccc5)cc4)ccc3n2C)c1,13,0,i,0
CC1CCN(c2ccc3c(c2)S(=O)(=O)c2cccc(C(=O)NC4CC4)c2C3=O)CC1,2,8,i,-1
O=C(COc1ccccc1[N+](=O)[O-])Nc1ccc(Br)cc1,-3,-2,i,-2
COc1cc(NC(=O)c2ccco2)c(OC)cc1NC(=O)CCC(=O)Nc1cccc(C)c1C,-5,2,i,0
O=c1cc(-c2ccccc2)oc2ccc(Br)cc12,-4,-8,i,-2
COc1ccc(C(=O)C(C)OC(=O)CN2C(=O)c3ccccc3C2=O)cc1 (configuration not stated),1,1,i,1
CCOC(=O)c1sc(NC(=O)C2CC(=O)N(c3ccccc3OC)C2)nc1C (configuration not stated),8,0,i,9
# (further entries)
SMILES,Dyrk1A ADPGlo,HDAC3 inh,KCNK3 inh,GSK3A inh
O=C(N=C1SCC(=O)N1c1ccccc1)c1ccco1,-29,-2,i,-1
CCOC(=O)[C@H]1[C@H]2COc3ccc(OC)cc3[C@@H]2N2C(=O)CN(Cc3ccc(C)cc3)C(=O)[C@@]12C,-5,6,i,-1
Cc1ccc(-n2ncc3c2ncn2c(C)nnc32)cc1C,1,-6,i,-1
CCC(=O)NCCc1cc2ccc(C)cc2[nH]c1=O,-1,-8,i,0
O=C(C1CCN(S(=O)(=O)c2ccccc2F)CC1)N1CCN(Cc2ccc3c(c2)OCO3)CC1,4,-3,i,5
Cc1c(NC(=O)c2ccc(S(=O)(=O)Nc3ccccc3F)cc2)c(=O)n(-c2ccccc2)n1C,-4,0,i,-1
Cc1ccccc1OCC(=O)OCC(=O)NC1CC1,0,-11,i,0
NS(=O)(=O)c1ccc(CNC(=O)c2ccc(C(=O)c3ccccc3)cc2)cc1,5,-7,i,-1
COc1ccc(C(C)(C)C)cc1NC(=O)CCn1[nH]c(=O)ccc1=O,-1,6,i,-4
O=C(O)CCn1cc(/C=C/C(=O)c2ccc(Cl)cc2)c(-c2ccc(Br)cc2)n1,0,-1,i,1
Cc1noc(C)c1NC(=O)Nc1ccc2c(c1)C(=O)N([C@H](C)CO)C[C@H](C)[C@@H](CN(C)S(=O)(=O)c1c(C)noc1C)O2,10,0,i,0
O=C(CNC(=O)c1ccccc1F)NCCc1ccccc1F,0,-5,i,1
CCc1ccc(S(=O)(=O)Nc2ccc(-c3ccc4nnc(C)n4n3)cc2)s1,-2,-6,i,8
COc1ccc(C=O)cc1C1=CC(=O)C[C@H](c2ccc(Cl)cc2)C1,-8,-6,i,-4
CCN(c1ccccc1)S(=O)(=O)c1ccc(C(=O)NCCCN2CCOCC2)cc1,7,4,i,-3
COc1ccc(CC(=O)OCC(=O)c2ccc(F)cc2)cc1,-5,-2,i,-3
C#CCOCCOCCOCCNc1nc(N2CCN(C(=O)CCCCCCCCCCNC(=O)[C@@H](CCC(=O)O)n3cc(CCCCCN)nn3)CC2)nc(N2CCN(C(=O)CCCCCCCCCCNC(=O)[C@@H](CCC(=O)O)n3cc(CCCCCN)nn3)CC2)n1,13,-7,i,1
CC1CCC(NC(=O)CN2CCN(S(=O)(=O)c3cccs3)CC2)CC1 (configuration not stated),1,-3,i,13
CC1CCCCC1NC(=O)COc1cccnc1[N+](=O)[O-] (configuration not stated),-3,3,i,0
Cc1ccc(NC(=O)CN2C(=O)NC(C)(CC(C)C)C2=O)c(Br)c1 (configuration not stated),0,0,i,1
O=C(OCC(=O)c1c[nH]c2ccccc12)c1cccc([N+](=O)[O-])c1,-4,3,i,-4
COc1ccc(S(=O)(=O)Nc2cccc3c2O[C@H](CN(C)S(=O)(=O)c2ccc(Cl)cc2)[C@H](C)CN([C@H](C)CO)C3=O)cc1,3,3,i,5
CC(=O)Nc1ccc(S(=O)(=O)N2CCC(NC(=O)C(Cc3cccn3C)NC(C)=O)CC2)cc1 (configuration not stated),0,-1,i,-2
NC(=O)c1ccsc1NC(=O)COC(=O)CNC(=O)c1cccc([N+](=O)[O-])c1,2,-2,i,8
COc1ccc(OC)c(/C=C/C(=O)OCC(=O)NC2CCCCCCC2)c1,1,-4,i,1
CN(C)C1=NC[C@H](Cc2ccccc2)N1CCCC1CCCCC1,1,1,i,6
CCn1nnnc1SCC(=O)Nc1ccc(OCc2ccccc2)cc1,0,-4,i,-2
COc1ccc(Cc2cc(NCc3ccccc3)c3ncn(C(C)C)c3c2)cc1,-12,u,i,7
CCOC(=O)C1=CC[C@H]2c3c(c4ccccc4n3C)C(=O)C1N2C,-22,-4,i,-5
CSc1ccccc1NC(=O)CN(C)C(=O)c1ccc(NC(=O)c2cccs2)cc1,-2,3,i,-3

# Among those listed so far, these contain two or more sulfur atoms:
SMILES,Dyrk1A ADPGlo,HDAC3 inh,KCNK3 inh,GSK3A inh
CCC(Sc1nnc(-c2ccc(C)c(Cl)c2)n1CC)C(=O)Nc1nccs1 (configuration not stated),-1,-2,i,-2
CCc1ccc(S(=O)(=O)Nc2ccc(-c3ccc4nnc(C)n4n3)cc2)s1,-2,-6,i,8
CC1CCC(NC(=O)CN2CCN(S(=O)(=O)c3cccs3)CC2)CC1 (configuration not stated),1,-3,i,13
COc1ccc(S(=O)(=O)Nc2cccc3c2O[C@H](CN(C)S(=O)(=O)c2ccc(Cl)cc2)[C@H](C)CN([C@H](C)CO)C3=O)cc1,3,3,i,5
CSc1ccccc1NC(=O)CN(C)C(=O)c1ccc(NC(=O)c2cccs2)cc1,-2,3,i,-3

# Further entries:
SMILES,Dyrk1A ADPGlo,HDAC3 inh,KCNK3 inh,GSK3A inh
Cc1ccc(-c2csc3ncnc(N4CCN(C(=O)c5ccco5)CC4)c23)cc1,1,2,i,0
CC(NC(=O)c1ccccc1)C(=O)NNC(=O)c1ccccc1Cl (configuration not stated),-1,2,i,0
C#CCOCCOCCOCCNc1nc(N2CCN(C(=O)[C@H]([C@@H](C)CC)n3cc([C@@H](N)CO)nn3)CC2)nc(N2CCN(C(=O)[C@H](CCCCN)n3cc([C@@H](N)CO)nn3)CC2)n1,5,-1,i,-2
CC(C)CC(=O)N1CCN(S(=O)(=O)c2ccc(C3CCCCC3)cc2)CC1,7,-1,i,-2
CCCn1c(N)c(C(=O)CSc2nnc3ccccn23)c(=O)[nH]c1=O,-1,4,i,2
COc1cc(NC(=O)c2[nH]cnc2C(N)=O)cc(C(=O)Nc2cccc(C(F)(F)F)c2)c1,23,-9,i,-1
O=C(N[C@H]1C/C=C\C[C@@H](CC(=O)N(CCO)Cc2ccccc2)C(=O)N[C@H](Cc2c[nH]c3ccccc23)COC1=O)OCC1c2ccccc2-c2ccccc21,9,11,i,1
CC(C)[C@H](NC(=O)c1ccc(Cl)cc1Cl)C(=O)NNc1cccc(C(=O)O)c1,0,4,i,-2
Fc1cc(F)cc(-c2c(-c3ccccc3)ncc3ccc(F)cc23)c1,-8,3,i,-1
CCN(C(=O)CSc1ccc2ccccc2n1)C1CCCCC1,3,8,i,2
C#CCOCCOCCOCCNc1nc(N2CCN(C(=O)CCCCCCCCCCNC(=O)Cn3cc(CCCCCN)nn3)CC2)nc(N2CCN(C(=O)CCCCCCCCCCNC(=O)[C@H](CO)n3cc(CCCSC)nn3)CC2)n1,-4,22,i,20
CSCCC(NC(=O)c1cc(S(=O)(=O)N2CCOCC2)ccc1F)c1nc2ccccc2[nH]1 (configuration not stated),0,-1,i,-1
Cc1ccccc1S(=O)(=O)N1[C@@H](c2cccc(Cl)c2)C(C(=O)O)=CC[C@H]1c1ccc(Cl)cc1,-3,10,i,-6
COCCNC(=O)c1cccc2c1C(=O)c1ccc(N3CCOCC3)cc1S2(=O)=O,0,14,i,-1

# Only part of the results is shown, so the mix of outcomes need not match the whole.
